From PubChem BioAssay
TEAD-YAP inh – TEAD-YAP interaction inhibition. inhibition, % at 9.12 µM. HEK-TIYL cells, TEAD-Gal4/YAP UAS-luciferase luminescence. 640,000 compounds, 1.4% hits; in the data active = inhibition above about 32%;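 also: 0% = median of test compound wells and 100% = reference inhibitor wells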
GPR151 activ – activators of human GPR151; PathHunter beta-arrestin GPR151 cells, luminescence; activation, % at 11.2 µM; 650,000 compounds, 1% hits; in the data active = activation above about 4.9%;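 also: 0% = median of compound wells and 100% = cells with positive control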
Target sequence (Q8TDV0 whole entry, looked up): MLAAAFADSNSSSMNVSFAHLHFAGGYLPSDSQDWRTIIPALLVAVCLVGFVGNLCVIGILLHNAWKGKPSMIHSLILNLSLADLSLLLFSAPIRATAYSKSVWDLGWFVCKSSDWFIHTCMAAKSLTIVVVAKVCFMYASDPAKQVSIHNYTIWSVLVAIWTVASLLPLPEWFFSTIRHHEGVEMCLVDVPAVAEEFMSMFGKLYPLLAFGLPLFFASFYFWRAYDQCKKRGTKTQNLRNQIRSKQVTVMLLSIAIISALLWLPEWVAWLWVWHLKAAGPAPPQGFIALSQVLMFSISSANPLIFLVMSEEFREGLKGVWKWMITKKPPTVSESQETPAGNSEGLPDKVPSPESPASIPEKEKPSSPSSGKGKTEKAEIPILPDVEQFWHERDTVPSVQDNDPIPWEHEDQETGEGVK
FBW7 act – activators of human E3 ligase FBW7 | Q969H0 | 650,000 compounds, 0.13% hits | AlphaScreen FBW7–phospho-cyclin E peptide binding, activator screen | normalized activity (activation), % at 26.1 µM; in the data active = normalized activity above about 1.9%;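 also: purified mutant Fbw7 with reduced substrate affinity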
Target sequence (Q969H0 whole entry, looked up): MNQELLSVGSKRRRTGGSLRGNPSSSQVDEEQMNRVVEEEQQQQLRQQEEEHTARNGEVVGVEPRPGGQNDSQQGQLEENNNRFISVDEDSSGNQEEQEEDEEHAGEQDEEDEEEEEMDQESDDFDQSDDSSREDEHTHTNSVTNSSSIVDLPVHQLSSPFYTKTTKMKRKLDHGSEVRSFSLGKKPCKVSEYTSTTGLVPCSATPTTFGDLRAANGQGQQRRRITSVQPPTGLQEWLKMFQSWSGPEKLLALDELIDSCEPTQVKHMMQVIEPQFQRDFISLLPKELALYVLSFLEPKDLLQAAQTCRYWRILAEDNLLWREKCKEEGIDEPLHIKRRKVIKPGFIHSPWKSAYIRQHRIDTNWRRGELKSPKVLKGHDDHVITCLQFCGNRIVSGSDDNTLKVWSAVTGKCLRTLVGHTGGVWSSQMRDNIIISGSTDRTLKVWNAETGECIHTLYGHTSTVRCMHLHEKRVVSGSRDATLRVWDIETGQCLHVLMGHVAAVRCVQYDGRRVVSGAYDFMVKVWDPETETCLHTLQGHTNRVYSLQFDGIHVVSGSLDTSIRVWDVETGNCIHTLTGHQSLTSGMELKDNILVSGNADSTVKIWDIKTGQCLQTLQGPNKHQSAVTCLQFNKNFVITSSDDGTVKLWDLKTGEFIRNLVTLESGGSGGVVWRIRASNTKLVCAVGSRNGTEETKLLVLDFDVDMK
MITF primary – human MITF inhibition, primary screen; O75030; 650,000 compounds, 0.91% hits; AID 1259374; inhibition, % at 2.6 µM; AlphaScreen MITF homodimerization, bead proximity signal; in the data active = inhibition above about 50%;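 also: 0% = vehicle wells with protein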
* marks the source's active call; other numbers are inactive results; · = no result given; & = joins results of further samples.

Values run as follows: TEAD-YAP inh	GPR151 activ	FBW7 act	MITF primary
> CNC(=O)c1c(O)c2cccc3c2n(c1=O)CCC3
 : 6.3	-0.2	-0.1	-1.4
> COc1cccc(-c2csc(N3CCN(CC(=O)NCc4ccccc4)CC3)n2)c1
 : -2.5	1.1	-0.1	1.3
> COc1ccnc(Cn2nc3c(C)cc4cc(C)ccc4n3c2=O)c1OC
 : -0.8	-1.4	0.9	9.4
> COc1cccc(CC(C2CCN(Cc3ncc(C)[nH]3)CC2)N(C)C(=O)c2ccccn2)c1 (stereo unspecified)
 : 0.8	4.8	0.0	-2.9
> OC12OC34CCCCC3CC13CCCC2CC1CCCCC13O4 (stereo unspecified)
 : 7.5	-1.9	0.0	-2.5
> CCN1C(=O)c2cccc3c(S(=O)(=O)N4CCC(Cc5ccccc5)CC4)ccc1c23
 : -6.1	-0.3	0.2	-17.9
> Cc1ccccc1Cn1c(CNC=O)nc2ccccc21
 : 5.3	1.5	0.2	-8.2
> CCN(CC)c1ccc(C(=O)OCC(=O)NC(=O)Nc2ccc3c(c2)OCCO3)cc1
 : 5.2	-0.1	-0.1	-6.2
> Cc1ccc(NC2=NS(=O)(=O)c3ccccc32)c(C)c1
 : 6.3	-1.5	0.1	6.1
> CC1CCCN(c2nc3c(c(=O)[nH]2)CCN(CC2CCOC2)C3)C1 (stereo unspecified)
 : 1.9	1.3	0.4	1.6
> COCCn1nnnc1C(c1cccc(C#N)c1)N1CCCCCC1 (stereo unspecified)
 : 10.2	-0.3	0.0	-4.8
> CCOc1ccc(NC(=O)C2C3C=CC4(O3)C2C(=O)N(CCC2=CCCCC2)C4C(=O)NC2CCCCC2C)cc1 (stereo unspecified)
 : 0.9	1.0	-0.1	1.9
> N[C@H](Cc1cccc(F)c1)c1nc2ccc(-c3cn[nH]c3)cc2c(=O)[nH]1
 : 67.9*	1.1	-0.5	8.4
> O=C1C(=O)N(C(c2ccccc2)c2ccc(Cl)cc2)c2ccccc21 (stereo unspecified)
 : 9.2	0.3	-0.4	7.2
> COc1ccc2cc3c(N)c(C(=O)NCC4CCCO4)sc3nc2c1 (stereo unspecified)
 : -4.2	-0.8	-0.1	-3.8
> CC(=O)N1CCc2cc(Br)cc(S(=O)(=O)N3CCC(Cc4ccccc4)CC3)c21
 : -4.8	1.5	-0.1	11.0
> CC(=O)Nc1ccc(/C=C(\C#N)c2nn(CCO)c(N)c2C#N)cc1
 : -8.2	-0.5	-0.1	0.6
> O=C(Oc1ccc(C(=O)c2ccccc2)cc1)c1cccnc1
 : -7.1	0.2	0.0	0.5
> O=C(Nc1ccc(F)c(F)c1)c1ccc(F)c(S(=O)(=O)N2CCCCC2)c1
 : 24.6	1.9	0.1	1.2
> N#Cc1ccc(NC(=O)CNCC2CCCCC2)cc1
 : -4.5	-0.5	1.5	6.1
> O=C(NCc1ccccc1Cl)c1ccc2c(c1)OCO2
 : -16.4	-0.3	1.0	11.8
> Cc1ccc(-n2ccnc2SCC(=O)O)c(C)c1
 : -5.0	-1.5	-0.1	3.1
> COc1ccc(N2CCN(C(=O)COc3ccc(C)cc3C)CC2)cc1
 : -2.2	-1.7	-0.1	-7.9
> O=C(Nc1nnc(Cc2ccc(Cl)c(Cl)c2)s1)c1ccco1
 : -4.9	-1.1	0.0	-1.6
> COc1ccc(N2CCN(c3cc4c(cc3[N+](=O)[O-])C(=O)N(c3cccc5c3CCCC5)C4=O)CC2)cc1
 : 4.6	-2.0	-0.1	20.5
> CN(C)c1nc2nonc2nc1N1CCCC(C(=O)N2CCOCC2)C1 (stereo unspecified)
 : 16.5	1.7	0.0	5.0
> CCOc1ccc(S(=O)(=O)Nc2ccccc2F)cc1
 : 11.9	-0.6	-0.1	2.2
> COc1ccc(/C=N/NC(=O)c2ccc(C)cc2)cc1Cl
 : -8.2	-0.6	0.2	0.0
> CC1=C(C(=O)OCCc2ccccc2)C(c2cccc(Cl)c2Cl)NC(=O)N1 (stereo unspecified)
 : 7.9	1.1	0.2	13.9
> Cc1ccc(S(=O)(=O)NC(C)C(=O)O)cc1 (stereo unspecified)
 : 7.1	0.4	0.2	-3.1
> O=C(Oc1ccc(-c2cnc3ccccc3n2)cc1)c1ccccc1
 : 7.4	0.5	0.0	6.9
> C/C(=C\c1ccco1)CN1CCC2(CC1)CC2C(=O)N(C)Cc1nonc1C (stereo unspecified)
 : -6.6	1.8	-0.2	0.5
> Cc1noc(C)c1COC(=O)c1cc2c(s1)CCCCC2
 : -6.1	0.1	0.2	-8.3
> COC(=O)c1ccc(N2C(=O)Cc3c2nc(N)c2c(N)nc(N(C)C(C)C)c(C#N)c32)cc1
 : 13.2	-0.7	0.0	11.7
> CS(=O)(=O)N(CC(=O)NC1CC2CCC1C2)c1ccc(OCc2ccccc2)cc1 (stereo unspecified)
 : 6.5	-0.7	0.1	3.8
> Cc1ccc(C(C)C)c(OCC(=O)Nc2sc3c(c2C#N)CC(C)(C)NC3(C)C)c1
 : 1.7	0.8	-0.2	-6.1
> COc1ccccc1-n1c(C)cc(/C=C2\C(=N)N3N=CSC3=NC2=O)c1C
 : 74.6*	0.5	0.3	20.4
> Cc1nccn1-c1ccc(NC(=O)C2CCCN(Cc3ccc(Cl)s3)C2)cc1 (stereo unspecified)
 : 8.2	-0.2	0.1	-1.4
> O=c1cnc(-c2ccc(C(F)(F)F)cc2)cn1O
 : 0.5	1.2	0.2	14.6
> O=C(NN1C(=O)c2ccccc2C1=O)c1cccc(NC(=O)C2CCCCC2)c1
 : 5.7	-0.5	0.2	-11.7
> Cc1oc(-c2cccc(Cl)c2)nc1CS(=O)(=O)CC(=O)NCc1ccco1
 : -9.8	-0.1	-0.2	-2.0
> COc1ccc(C(=O)OCCCN=C2NS(=O)(=O)c3ccccc32)cc1OC
 : -4.5	-0.2	0.0	-2.1
> OCC1(Cc2cccc(F)c2)CCN(Cc2ccc3c(c2)OCCO3)CC1
 : -4.4	-2.1	-0.1	-9.1
> CC(C)CC(=O)CN(C)CC(=O)C(C)(C)C
 : -0.3	-0.3	0.8	-6.5
> Cc1ccc(C(=O)N/C(=C/c2ccco2)C(=O)N2CCCCC2)cc1
 : 0.8	0.0	-0.2	-28.5
> CCCS(=O)(=O)N1CCN(Cc2ccc(Br)cc2)CC1
 : 1.5	-0.2	-0.2	34.9
> COc1ccc(C2=NN(C(=O)c3ccccc3)C(c3cccc([N+](=O)[O-])c3)C2)cc1 (stereo unspecified)
 : -6.7	-0.7	0.2	1.1
> CN(C)c1ccc(NC(=O)c2cccs2)cc1
 : -13.5	-6.9	-0.2	6.5
> N#CC(C(=O)c1ccc(F)cc1)c1nc2ccccc2c(=O)[nH]1 (stereo unspecified)
 : -37.5	-1.3	0.2	-3.8
> O=C(CSc1ccsc1[N+](=O)[O-])Nc1ccc(Br)cc1F
 : 22.3	0.8	0.5	-291.1
> COc1cccc(N2CCN(c3ncnc4c3c(-c3ccccc3)cn4-c3ccc(Br)cc3)CC2)c1
 : 14.2	-1.0	0.1	6.9
> CCOC(=O)C1=C(N)N(c2ccc(Br)cc2)C2=C(C(=O)CCC2)C1c1cccs1 (stereo unspecified)
 : -3.6	-0.8	0.6	11.3
> COc1ccc(Cn2nnc(C(=O)Nc3cccc(Cl)c3)c2N)cc1
 : -9.6	0.0	-0.1	61.4*
> O=C(Nc1ccc(-c2ccco2)cc1)C1CCCN(Cc2cccc3nonc23)C1 (stereo unspecified)
 : 6.2	1.1	0.1	5.3
> COC(=O)[C@@H]1C[C@@H](NC(=O)Cc2ccc(F)cc2)CN1Cc1ccc(OC)c(C)c1C
 : 13.3	-0.4	0.0	-4.6
> COC(=O)c1sc2cc([N+](=O)[O-])cc([N+](=O)[O-])c2c1OC(C)=O
 : 11.8	-1.2	-0.2	4.8
> CCN(CC)C(=O)C1CCCN(C(=O)c2ccc(N3CC4CC(C3)c3cccc(=O)n3C4)c([N+](=O)[O-])c2)C1 (stereo unspecified)
 : 4.1	0.6	-0.1	14.8
> Cc1csc(-c2ccc(C(=O)NCCc3ccccn3)c(NCC3CC3)n2)c1
 : -2.3	-0.3	0.8	-17.6
> Cc1ccc(NC(=O)c2cnn(-c3ccccc3)c2NC(=O)c2ccc(Cl)cc2)cc1
 : -14.4	5.6*	0.1	2.0
> Cc1ccc(S(=O)(=O)NCC(c2ccccc2)N2CCOCC2)cc1 (stereo unspecified)
 : 4.6	1.5	0.0	-1.9

More structures follow.
Values run as follows: TEAD-YAP inh	GPR151 activ	FBW7 act	MITF primary
> COC(=O)c1sc(NC(=O)c2ccc(Cl)cc2)nc1C
 : -26.4	-1.0	0.1	2.1
> CC(N)C(=O)Nc1ccc2c(c1)Cc1ccccc1-2 (stereo unspecified)
 : -63.5	-0.9	0.0	10.5
> CCCCN(C)CCNC(=O)CCCOc1cc(=O)n(C)c2ccccc12
 : 10.5	4.1	-0.1	10.0
> Cc1cccc(OCC(=O)Nc2ccc(-c3nc4cc(C(C)C)ccc4o3)cc2)c1
 : 16.8	-0.5	0.4	13.9
> c1cncc(-c2cccc(OC3CCNCC3)c2)c1
 : 7.6	-2.5	0.2	18.0
> CN(C)c1ccc(-c2nc3c4c5c(sc4ncn3n2)C(C)(C)NC(C)(C)C5)cc1
 : -7.7	-0.4	0.3	-3.7
> Fc1ccccc1N=C1Nc2cccc3cccc1c23
 : -10.5	0.6	-0.4	0.8
> Cc1onc(-c2ccccc2Cl)c1C(=O)Nc1cccc2ccccc12
 : 16.2	0.2	-0.2	-2.0
> O=C(NCc1ccccc1F)c1nccc2ccccc12
 : -54.1	0.2	0.1	7.2
> CCCc1n(CC(O)COCC2CC=CCC2)c2ccccc2[n+]1C (stereo unspecified)
 : 5.2	-1.7	-0.1	-6.6
> COC(=O)C(CCSC)NC(=O)c1ccc([N+](=O)[O-])cc1 (stereo unspecified)
 : -0.1	-0.9	1.0	9.5
> COc1cc(OC)c(OC)cc1/C=C1/C(=O)NC(=O)N(c2ccc(C)cc2)C1=O
 : 7.7	-1.0	-0.2	-0.5
> CCN(CC)C(=O)c1cc(-c2ccc(OC)c(OC)c2)on1
 : -12.1	-0.3	0.1	6.0
> COc1cccc(C(=O)NC2CC(C)(C)NC(C)(C)C2)c1OC
 : -2.1	-0.4	0.0	-2.2
> CCOC(=O)CCNC(=O)N1CCC(Cc2ccc(Cl)cc2)(C(=O)OCC)CC1
 : -3.8	0.4	0.1	-1.5
> O=C(NC1CC1)c1csc(-c2ccccc2)n1
 : 0.9	0.6	0.1	9.5
> COc1cccc(OC)c1C(=O)N1CCN(Cc2ccncc2)CC1
 : 1.9	1.1	-0.3	74.9*
> Cc1ccc(NCC(=O)N/N=C/c2ccc(C(=O)O)cc2)cc1
 : -2.2	0.1	0.0	4.1
> CCc1nc2nc(C)cc(Nc3cccc(F)c3)n2n1
 : -1.5	-0.6	-0.1	4.1
> COc1cccc(/C=C/C(=O)OCC(=O)N2c3ccccc3NC(=O)C2(C)C)c1
 : -4.9	-0.5	-0.2	14.4
> COc1ccc2[nH]cc(/C=C(/C#N)C(=O)c3ccccc3)c2c1
 : -12.1	-2.1	-0.1	-0.9
> C=C1C2(C(=O)NCCN3CCOCC3)CCC(C2)C1(C)C (stereo unspecified)
 : -1.2	-0.7	-0.2	-6.8
> COc1ccc2ncc(C(=O)O)c(Nc3ccccc3C)c2c1
 : 8.9	-1.6	0.4	3.4
> CCN(Cc1ccccc1)C(=O)C1CCN(Cc2cc(OC)ccc2OC)CC1
 : -0.4	-1.4	0.0	42.5
> COc1cc(C(=S)N2CCCC2)cc(Cl)c1O
 : -7.2	1.0	-0.1	-6.0
> CCc1c(C#N)c(N)nc(SC(C(N)=O)c2ccccc2)c1C#N (stereo unspecified)
 : 12.0	2.2	-0.1	6.2
> O=C(NCCc1ccccc1Cl)c1cc(S(=O)(=O)N2CCc3ccccc32)ccc1F
 : 10.5	-0.2	-0.1	1.0
> OCCCNc1ccc2ncc(-c3ccc4[nH]ccc4c3)n2n1
 : 7.3	1.1	-0.6	8.0
> NC1(C(=O)O)CCC1
 : ·	0.5	0.0	6.2
> Nc1c(C(=O)Nc2ccc(Cl)cc2)sc2nc3c(cc12)CCCC3
 : -17.7	-1.4	0.5	-5.1
> Cc1cc(C)n(Cc2cccc(C(=O)N/N=C/c3ccc(O)cc3O)c2)n1
 : 18.2	0.0	-0.8	21.6
> Fc1ccccc1Nc1ccc2c(cnn2-c2cccc(-c3ncnn3-c3ccccc3)c2)c1
 : 4.7	2.0	0.2	-7.1
> CC(=O)OC1COC(n2nnc3c([N+](=O)[O-])cccc32)C(OC(C)=O)C1OC(C)=O (stereo unspecified)
 : 3.5	-1.4	0.2	6.8
> O=C(NCc1ccccc1)c1csc(Nc2ccncn2)n1
 : 24.8&8.8	-0.7&-0.4	0.0&0.0	-5.0&25.9
> COc1ccc(CC(=O)N2CCc3cc(S(=O)(=O)N4CCOCC4)ccc32)cc1
 : 4.2	0.9	0.0	-1.2

In the list so far, 6 contain an NH in an aromatic ring:
Values run as follows: TEAD-YAP inh	GPR151 activ	FBW7 act	MITF primary
> COc1cccc(CC(C2CCN(Cc3ncc(C)[nH]3)CC2)N(C)C(=O)c2ccccn2)c1 (stereo unspecified)
 : 0.8	4.8	0.0	-2.9
> CC1CCCN(c2nc3c(c(=O)[nH]2)CCN(CC2CCOC2)C3)C1 (stereo unspecified)
 : 1.9	1.3	0.4	1.6
> N[C@H](Cc1cccc(F)c1)c1nc2ccc(-c3cn[nH]c3)cc2c(=O)[nH]1
 : 67.9*	1.1	-0.5	8.4
> N#CC(C(=O)c1ccc(F)cc1)c1nc2ccccc2c(=O)[nH]1 (stereo unspecified)
 : -37.5	-1.3	0.2	-3.8
> COc1ccc2[nH]cc(/C=C(/C#N)C(=O)c3ccccc3)c2c1
 : -12.1	-2.1	-0.1	-0.9
> OCCCNc1ccc2ncc(-c3ccc4[nH]ccc4c3)n2n1
 : 7.3	1.1	-0.6	8.0
